Source: PubChem BioAssay (Sanford-Burnham Center for Chemical Genomics)
Mdm2 MdmX PPI: inhibitors of human Mdm2/MdmX interaction | SaOS-2 split-luciferase Mdm2/MdmX complementation, luminescence | O15151+Q00987 | actives 3% (n = 330,000) | inhibition, % at 8 µM | AID 485346;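 active = inhibition of at least 50% at 8 µM in the primary screen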
CCR6 antag: blocks CCL20-driven beta-arrestin recruitment at human CCR6; actives 0.49% (n = 340,000); P51684; inhibition, % at 20 µM; CHO-K1 CCR6 PathHunter beta-arrestin, luminescence, CCL20-stimulated;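 active = compounds whose inhibition of the agonist-driven luminescence signal at 20 µM reaches about 50%, limit read from the data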;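 also: cells stimulated with CCL20 at 14 nM final; plate controls were DMSO with CCL20 for no effect and DMSO without agonist for full effect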
Target sequence (P51684 whole entry, looked up): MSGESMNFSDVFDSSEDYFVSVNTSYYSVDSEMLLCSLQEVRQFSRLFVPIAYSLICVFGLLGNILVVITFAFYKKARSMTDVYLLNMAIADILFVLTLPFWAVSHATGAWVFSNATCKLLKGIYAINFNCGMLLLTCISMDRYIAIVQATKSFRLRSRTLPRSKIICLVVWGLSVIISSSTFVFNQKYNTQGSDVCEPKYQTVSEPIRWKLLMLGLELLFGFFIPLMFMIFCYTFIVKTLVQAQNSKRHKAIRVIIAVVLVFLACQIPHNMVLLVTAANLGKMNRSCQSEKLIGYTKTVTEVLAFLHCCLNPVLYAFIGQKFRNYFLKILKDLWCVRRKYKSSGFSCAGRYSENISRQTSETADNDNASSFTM
CXCR6 block: CXCR6 (human) receptor inhibition; O00574; CHO-K1 PathHunter CXCR6 beta-arrestin, luminescence; inhibition, % at 20 µM; actives 0.36% (n = 360,000); in the data active = inhibition above about 34%, passing the limit was not always enough;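 also: antagonist mode with CXCL16 agonist at 10 nM final; 0% = 10 nM CXCL16 with DMSO and 100% = unstimulated wells without agonist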
Target sequence (O00574 whole entry, looked up): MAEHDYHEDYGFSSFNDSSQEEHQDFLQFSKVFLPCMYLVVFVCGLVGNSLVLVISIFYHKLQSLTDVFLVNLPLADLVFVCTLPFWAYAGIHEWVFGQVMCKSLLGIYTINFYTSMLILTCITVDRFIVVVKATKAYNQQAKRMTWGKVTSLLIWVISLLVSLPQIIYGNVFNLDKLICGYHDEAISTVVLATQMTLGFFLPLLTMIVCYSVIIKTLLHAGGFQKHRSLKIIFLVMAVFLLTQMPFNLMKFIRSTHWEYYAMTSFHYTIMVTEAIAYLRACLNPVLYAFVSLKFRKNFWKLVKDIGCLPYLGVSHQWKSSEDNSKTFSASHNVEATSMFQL
APJ agonist: agonists of human APJ apelin receptor. AID 2520. CHO-K1 APJ PathHunter beta-arrestin, luminescence; 0% DMSO wells, 100% apelin. activation, % at 20 µM. actives 0.11% (n = 330,000). P35414;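 active = activation more than six SD over the plate average, tested at 20 µM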;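 also: 0% = DMSO alone and 100% = apelin-13 at 10 nM; some results filed as inactive read as strong as hits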
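assay system = CHO-K1 APJ beta-arrestin complementation cell line | input = cell density 1000 per well | dosing = compound 20 µM once, DMSO 1% | timing = compound 90 min 25 °C, reagent 1 h | measured by = luminescence from split beta-galactosidase complementation, Galacton Star/Emerald II substrate | read-out basis = APJ agonist activity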
EBI2 antag: antagonists of human EBI2 receptor; P32249; EBI2 beta-arrestin recruitment, luminescence, 7a,25-OHC stimulated; inhibition, % at 5 µM; actives 0.81% (n = 360,000); in the data active = inhibition above about 38%;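 also: enzyme fragment complementation signal reports receptor beta-arrestin coupling in cells; 0% = agonist plus DMSO wells and 100% = wells without agonist; some results beyond the cut were filed as inactive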
Target sequence (P32249 whole entry, looked up, the tested form may be a part): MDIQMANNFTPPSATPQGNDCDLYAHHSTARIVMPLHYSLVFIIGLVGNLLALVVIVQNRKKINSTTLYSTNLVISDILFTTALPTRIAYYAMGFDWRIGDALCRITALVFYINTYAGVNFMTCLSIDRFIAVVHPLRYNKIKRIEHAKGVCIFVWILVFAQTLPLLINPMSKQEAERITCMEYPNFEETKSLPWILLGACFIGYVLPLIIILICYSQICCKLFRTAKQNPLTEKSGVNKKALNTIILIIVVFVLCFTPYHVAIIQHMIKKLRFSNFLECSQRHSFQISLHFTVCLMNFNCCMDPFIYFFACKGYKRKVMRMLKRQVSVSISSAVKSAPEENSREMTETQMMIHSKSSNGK
XBP1 UPR activ: adaptive UPR (XBP1) activation | CHO-XBP1 luciferase reporter, IRE1-XBP1 UPR activation, luminescence; percent of tunicamycin response, DMSO as zero | activation, % at 20 µM | actives 0.33% (n = 330,000);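 active = versus positive control, 20 µM dose yields 30% or more activation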;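 also: 100% = tunicamycin at 10 µg/mL and 0% = DMSO only wells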
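Material: CHO cell line with stable XBP1 luciferase reporter; buffer or medium: F12 medium containing 10% fetal bovine serum; compound: single point, 20 µM final compound, 1% DMSO; incubation: 6 h treatment, 37 °C; measured by: glow luminescence from Steady-Glo reagent; evaluation: activation, % of tunicamycin; control set: tunicamycin high, DMSO low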
APJ antagonist: APJ receptor antagonism. CHO-K1 APJ beta-arrestin complementation, luminescence. actives 0.32% (n = 330,000). P35414. inhibition, % at 20 µM;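 active = inhibition above about 40% at 20 µM, limit read from the data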;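 also: cells challenged with 10 nM apelin-13 agonist together with compound; plate controls were apelin-13 plus DMSO wells for no effect and DMSO wells lacking apelin-13 for full effect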
tim23-1 inh: growth inhibitors of tim23-1 mutant yeast; S. cerevisiae tim23-1 growth, BacTiter-Glo luminescence, 24 h; inhibition, % at 20 µM; actives 1.3% (n = 330,000);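 active = growth inhibition of the mutant yeast at or above 50%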;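 also: temperature-sensitive mutant grown at 25 °C; plate controls were DMSO-treated mutant yeast for no effect and medium wells lacking yeast for full effect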
CHOP UPR activ: activators of apoptotic arm of unfolded protein response (CHOP). actives 0.34% (n = 330,000). AID 449763. activation, % at 10 µM. CHO-CHOP luciferase reporter, UPR activation, luminescence; percent of tunicamycin response over DMSO baseline;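 active = at 10 µM dose, activation of 40% or more, normalized to positive control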;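 also: 100% = tunicamycin at 10 µg/mL and 0% = DMSO alone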
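Assay system: CHO-CHOP cells, stable luciferase reporter of PERK-eIF2a-CHOP signalling / Buffer or medium: F12 plus 10% serum / Compound dosing: one dose, 10 µM in 0.5% DMSO / Times: 6 h compound treatment, 37 °C / Technique: luciferase luminescence / Read-out: % reporter activation, DMSO baseline versus tunicamycin full activation / Benchmarks: tunicamycin and DMSO controls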
An asterisk follows results filed as active. These rows are one share of the data; count on the stated rates, not on these rows.

For CCC(Sc1ccc2nnc(-c3ccc(F)cc3)n2n1)C(=O)OC (configuration not stated) the results were Mdm2 MdmX PPI 21, CCR6 antag 0, CXCR6 block -2, APJ agonist 1, EBI2 antag 9, XBP1 UPR activ 3, APJ antagonist 8, tim23-1 inh -10 and CHOP UPR activ -2.9.
For CCN(CC)CCNC(=O)c1cn(C)c2ccc(S(=O)(=O)N(C)C3CCCCC3)cc2c1=O the results were Mdm2 MdmX PPI 3, CCR6 antag 2, CXCR6 block 6, APJ agonist -1, EBI2 antag -4, XBP1 UPR activ 3, APJ antagonist -40, tim23-1 inh 11 and CHOP UPR activ -1.2.
CCN(CC)S(=O)(=O)c1ccc(NC(=O)COc2cccc(-n3cnnn3)c2)cc1 was read as Mdm2 MdmX PPI 13, CCR6 antag 4, CXCR6 block 8, APJ agonist -3, EBI2 antag 2, XBP1 UPR activ -3, APJ antagonist -1, tim23-1 inh 15 and CHOP UPR activ 0.7.
Screening Cc1ccc(S(=O)(=O)NCc2ccccc2)cc1C(=O)N1CCN(S(=O)(=O)c2ccccc2)CC1 returned Mdm2 MdmX PPI 35, CCR6 antag 1, CXCR6 block -17, APJ agonist -1, EBI2 antag 0, XBP1 UPR activ 1, APJ antagonist 7, tim23-1 inh 9 and CHOP UPR activ 2.8.
Screening CCCS(=O)(=O)N1CCC(C(=O)Oc2ccc(OC)cc2)CC1 returned Mdm2 MdmX PPI 23, CCR6 antag -1, CXCR6 block -5, APJ agonist -3, EBI2 antag -8, XBP1 UPR activ -3, APJ antagonist -11, tim23-1 inh 10 and CHOP UPR activ -0.3.
Screening CCOc1ccc(S(=O)(=O)N2CCC(C(=O)N3CCOCC3)CC2)cc1C returned Mdm2 MdmX PPI 29, CCR6 antag -6, CXCR6 block 5, APJ agonist -3, EBI2 antag 5, XBP1 UPR activ -3, APJ antagonist 17, tim23-1 inh 16 and CHOP UPR activ -1.3.
Screening Cc1ccc(C(=O)Nc2ccccc2SCC2CSc3nc4ccccc4c(=O)n32)cc1 (configuration not stated) returned Mdm2 MdmX PPI 70*, CCR6 antag -4, CXCR6 block -9, APJ agonist 0, EBI2 antag 1, XBP1 UPR activ 1, APJ antagonist 17, tim23-1 inh 12 and CHOP UPR activ -2.3.
For COCCNC(=O)COC(=O)c1nsc(Cl)c1Cl the results were Mdm2 MdmX PPI 11, CCR6 antag -25, CXCR6 block -7, APJ agonist -4, EBI2 antag 3, XBP1 UPR activ -2, APJ antagonist 9, tim23-1 inh 11 and CHOP UPR activ -1.7.
For O=C(COc1ccccc1)N1CCN(S(=O)(=O)Cc2ccccc2)CC1 the results were Mdm2 MdmX PPI 18, CCR6 antag -1, CXCR6 block -5, APJ agonist -4, EBI2 antag 26, XBP1 UPR activ -6, APJ antagonist 11, tim23-1 inh 3 and CHOP UPR activ -0.3.
Screening CSc1ccccc1NC(=O)CN(C)C(=O)c1ccc2c(c1)OCCO2 returned Mdm2 MdmX PPI 13, CCR6 antag 1, CXCR6 block -4, APJ agonist -10, EBI2 antag 1, XBP1 UPR activ -2, APJ antagonist 4, tim23-1 inh 3 and CHOP UPR activ 4.0.
For CCOCCCn1c(=NC(=O)c2ccc(OC)c(OC)c2)c(C#N)cc2c(=O)n3cccc(C)c3nc21 the results were Mdm2 MdmX PPI 13, APJ agonist -1, XBP1 UPR activ 0, APJ antagonist 11, tim23-1 inh 5 and CHOP UPR activ -1.1.
Cc1ccc(NC(=O)/C(C#N)=C/c2ccc(C)s2)c(C)c1 was read as Mdm2 MdmX PPI -19, CCR6 antag 6, CXCR6 block 5, APJ agonist -2, EBI2 antag 10, XBP1 UPR activ 1, APJ antagonist -1, tim23-1 inh -10 and CHOP UPR activ 6.1.
Screening COC(=O)C1C(=O)c2c([nH]c(C(=O)OCCSC)c2C)CC1C (configuration not stated) returned Mdm2 MdmX PPI -30, CCR6 antag 22, CXCR6 block 2, APJ agonist -3, EBI2 antag 4, XBP1 UPR activ 2, APJ antagonist 5, tim23-1 inh 35 and CHOP UPR activ 2.2.
For CN(CCNC(=O)Cn1c(=O)sc2ccccc21)Cc1ccccc1 the results were Mdm2 MdmX PPI 11, CCR6 antag -3, CXCR6 block 1, APJ agonist -2, EBI2 antag -9, XBP1 UPR activ 1, APJ antagonist 7, tim23-1 inh 8 and CHOP UPR activ -1.1.
Screening Cc1cc(C)c(C#N)c(=N)o1 returned Mdm2 MdmX PPI -15, CCR6 antag 2, CXCR6 block 6, APJ agonist -2, EBI2 antag -2, XBP1 UPR activ 2, APJ antagonist -4, tim23-1 inh 16 and CHOP UPR activ -0.1.
CCOc1ccc2c(c1)S/C(=C\c1cccs1)C(=O)N2 was read as Mdm2 MdmX PPI -55, CCR6 antag 7, CXCR6 block 6, APJ agonist -1, EBI2 antag 22, XBP1 UPR activ 9, APJ antagonist 0, tim23-1 inh 1 and CHOP UPR activ 4.2.
For O=C(CN1C(=O)NC2(CCCCCC2)C1=O)Nc1ccc(Br)cc1Br the results were Mdm2 MdmX PPI -27, CCR6 antag 18, CXCR6 block -10, APJ agonist -4, EBI2 antag 1, XBP1 UPR activ 2, APJ antagonist 2, tim23-1 inh 15 and CHOP UPR activ 2.1.
For O=C(Nc1cccc(-c2cccc(F)c2)c1)C1CCN(Cc2ccc(CO)o2)CC1 the results were Mdm2 MdmX PPI 18, CCR6 antag 11, CXCR6 block -3, APJ agonist -1, EBI2 antag 4, XBP1 UPR activ -1, APJ antagonist 11, tim23-1 inh -7 and CHOP UPR activ -2.9.
For Cc1cc(N2CCN(c3ccccc3)CC2)nc(-c2ccccc2)n1 the results were Mdm2 MdmX PPI -5, CCR6 antag 3, CXCR6 block -2, APJ agonist -3, EBI2 antag -3, XBP1 UPR activ -1, APJ antagonist 16, tim23-1 inh -72 and CHOP UPR activ 0.9.
`CCOc1ccccc1/C=N\Nc1cnn(Cc2ccccc2)c(=O)c1Cl` gave Mdm2 MdmX PPI 53*, CCR6 antag -4, CXCR6 block -6, APJ agonist 0, EBI2 antag 5, XBP1 UPR activ -3, APJ antagonist -25, tim23-1 inh 11 and CHOP UPR activ -0.7.
For Cc1cc(C(=O)O)ccc1N/C=C1\CCCC(C)C1=O (configuration not stated) the results were Mdm2 MdmX PPI -72, CCR6 antag 0, CXCR6 block -6, APJ agonist -2, EBI2 antag 3, XBP1 UPR activ -10, APJ antagonist -26, tim23-1 inh 6 and CHOP UPR activ -6.7.
`O=C(Nc1nnc(C2=COCCO2)o1)c1ccc(Cl)cc1` gave Mdm2 MdmX PPI 17, CCR6 antag 12, CXCR6 block 2, APJ agonist -1, EBI2 antag -16, XBP1 UPR activ -2, APJ antagonist 4, tim23-1 inh 24 and CHOP UPR activ 0.7.
Cc1ccc(SCCC(=O)NC(C(C)C)C(C)C)cc1 was read as Mdm2 MdmX PPI 21, CCR6 antag -1, CXCR6 block 3, APJ agonist -2, EBI2 antag 5, XBP1 UPR activ -2, APJ antagonist -8, tim23-1 inh 18 and CHOP UPR activ -1.2.
For Cc1ccc(C2=NS(=O)(=O)N(C)C(C(=O)N(C)C3CCCCC3)=C2)cc1 the results were Mdm2 MdmX PPI 8, CCR6 antag 19, CXCR6 block 8, APJ agonist -2, EBI2 antag -5, XBP1 UPR activ -1, APJ antagonist 1, tim23-1 inh 19 and CHOP UPR activ -2.3.
Screening CCOC(=O)c1cccc(S(=O)(=O)N(CCO)Cc2cc3cc(OC)c(OC)cc3[nH]c2=O)c1 returned Mdm2 MdmX PPI -11, CCR6 antag -11, CXCR6 block -4, APJ agonist -4, EBI2 antag 8, XBP1 UPR activ 1, APJ antagonist -10, tim23-1 inh 9 and CHOP UPR activ -2.2.
Cc1ccc(-c2csc(NC(=O)COc3ccc(N(C)S(=O)(=O)c4ccc(C)cc4)cc3)n2)cc1 was read as Mdm2 MdmX PPI 10, CCR6 antag 19, CXCR6 block -1, APJ agonist -1, EBI2 antag 15, XBP1 UPR activ -3, APJ antagonist -5, tim23-1 inh 20 and CHOP UPR activ -1.1.
Screening O=C(CCc1ccccc1)Nc1ccccc1[N+](=O)[O-] returned Mdm2 MdmX PPI -29, CCR6 antag 10, CXCR6 block 1, APJ agonist 0, EBI2 antag -6, XBP1 UPR activ 2, APJ antagonist 11, tim23-1 inh 11 and CHOP UPR activ 3.8.
`CCOc1ccc(C2C(C(=O)OC)=CN(C(C)c3ccccc3)C=C2C(=O)OC)cc1` (configuration not stated) gave Mdm2 MdmX PPI 9, CCR6 antag 12, CXCR6 block 6, APJ agonist -1, EBI2 antag 10, XBP1 UPR activ -2, APJ antagonist -7, tim23-1 inh 17 and CHOP UPR activ -0.8.
CCNC(=S)N(Cc1cc2cc(C)cc(C)c2[nH]c1=O)C1CCCC1 was read as Mdm2 MdmX PPI -17, CCR6 antag 12, CXCR6 block -4, APJ agonist 0, EBI2 antag 6, XBP1 UPR activ 1, APJ antagonist -13, tim23-1 inh 21 and CHOP UPR activ 1.4.
`C1CCc2nnc(C3CC3)n2CC1` gave Mdm2 MdmX PPI -1, CCR6 antag -14, CXCR6 block -2, APJ agonist 0, EBI2 antag -5, XBP1 UPR activ -5, APJ antagonist -2, tim23-1 inh 15 and CHOP UPR activ -1.0.
`CCC1CCCCN1CCCNC(=O)CN1C(=O)COc2ccc(S(=O)(=O)N3CCC(C)CC3)cc21` (configuration not stated) gave Mdm2 MdmX PPI -5, CCR6 antag 5, CXCR6 block -3, APJ agonist -2, EBI2 antag -15, XBP1 UPR activ 0, APJ antagonist 10, tim23-1 inh 8 and CHOP UPR activ 2.3.
C=CC(=O)Nc1ccc(Br)cc1 was read as Mdm2 MdmX PPI -1, CCR6 antag 7, CXCR6 block -1, APJ agonist -2, EBI2 antag 8, XBP1 UPR activ 3, APJ antagonist 18, tim23-1 inh 1 and CHOP UPR activ -0.1.

Filtered by structure, those above with fluorine
For CCC(Sc1ccc2nnc(-c3ccc(F)cc3)n2n1)C(=O)OC (configuration not stated) the results were Mdm2 MdmX PPI 21, CCR6 antag 0, CXCR6 block -2, APJ agonist 1, EBI2 antag 9, XBP1 UPR activ 3, APJ antagonist 8, tim23-1 inh -10 and CHOP UPR activ -2.9.
For O=C(Nc1cccc(-c2cccc(F)c2)c1)C1CCN(Cc2ccc(CO)o2)CC1 the results were Mdm2 MdmX PPI 18, CCR6 antag 11, CXCR6 block -3, APJ agonist -1, EBI2 antag 4, XBP1 UPR activ -1, APJ antagonist 11, tim23-1 inh -7 and CHOP UPR activ -2.9.
